# RTF Ca sens act: increases calcium sensitivity of human cardiac regulated thin filaments; P19429+P45379; IANBD-labeled TnC RTF fluorescence at EC20 calcium; 0% EC20 calcium, 100% full calcium; activation, % at 7.2 µM; actives 0.24% (n = 340,000);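 active = activation above the mean over all tested compounds plus 3 SD, cut at about 30% in these data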;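 note: rise in fluorescence read as greater calcium sensitivity of cardiac thin filaments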
# CDK5 p35 inh: blocks human CDK5/p35 kinase activity. Q00535+Q15078. Recombinant CDK5/p35, ADP-Glo luminescence, 60 min. inhibition, % at 10 µM. actives 0.01% (n = 330,000);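 active = highest replicate inhibition of at least 50% and at least 75% of replicates reaching 50%; inconclusive = only one of the two criteria met; inactive = both criteria failed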;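 note: plate controls were DMSO neutral control for no effect and GW8510 at 10 µM for full effect; many of its hits are not listed in these tables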
# SR-BI uptake up: enhances SR-BI lipid uptake from DiI-HDL; CHO ldlA[mSR-BI] cells, DiI-HDL uptake fluorescence, 3 h; 100 = double the neutral-control signal; activation, % at 12.5 µM; actives 0.096% (n = 320,000); AID 504775;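 active = mean replicate activation of at least 60% and every replicate at or above 60%; inconclusive = mean or all-replicate condition met, but not both; inactive = mean below 60% and not all replicates reaching 60%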;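 note: 0% = median plate neutral-control signal and 100% = twice that signal; values of inactives mirror those of a sister screen read the other way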
#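 System: LDL receptor-deficient CHO ldlA cells overexpressing murine SR-BI | Timing: 3 h uptake period with compound, 37 °C | Medium: HEPES-buffered (25 mM, pH 7.4) F12 plus 0.5% BSA | Dosing: Single-point compound dose | Signal: Bottom-read fluorescence, 550/595 nm | Read-out: Retained DiI signal reflecting DiI-HDL uptake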
# PvdQ acylase: P. aeruginosa PvdQ acylase inhibition | inhibition, % at 10 µM | purified PvdQ acylase, fluorescence plate reader | actives 0.063% (n = 340,000); in the data active = inhibition above about 30%, passing the limit was not always enough; inconclusive = no clear call, values can overlap the other calls;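 note: 0% = vehicle neutral wells and 100% = reference inhibitor wells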
# MITF TRPM1 HTS: increases MITF-driven TRPM1 promoter luciferase signal | SK-MEL-5 TRPM1-promoter luciferase, 24 h; % of positive control, neutral wells = 0 | activation, % at 12.5 µM | actives 0.75% (n = 300,000) | AID 588334;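 active = mean activation of at least 80% with every replicate also reaching 80%; inconclusive = mean reaches 80% but some replicate falls short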;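 note: 0% = neutral control wells and 100% = parthenolide positive control wells; values of inactives mirror those of a sister screen read the other way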
# dFosB activator: mouse delta FosB homodimer activation | AID 493131 | purified delta FosB, TAMRA-CDK5 oligo fluorescence polarization; percent of positive-control signal above neutral wells | activation, % at 25 µM | actives 0.99% (n = 340,000) | P13346;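 active = mean activation above about 17%, with every replicate also reaching it, limit read from the data, passing the limit was not always enough; inconclusive = only one of the two conditions met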;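 note: fluorescence polarization rise as delta FosB binds a TAMRA Cdk5 AP-1 oligo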
# Rtt109 Vps75: inhibitors of Candida albicans Rtt109/Vps75 histone acetyltransferase; inhibition, % at 34.9 µM; AID 540336; purified Rtt109/Vps75, ThioGlo CoA-SH fluorescence, 4 h; Q5AAJ8; actives 0.16% (n = 330,000);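 active = inhibition of at least 50% in every replicate; inconclusive = best replicate reaches 50% inhibition but some replicates fall short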
# Target sequence (Q5AAJ8 whole entry, looked up): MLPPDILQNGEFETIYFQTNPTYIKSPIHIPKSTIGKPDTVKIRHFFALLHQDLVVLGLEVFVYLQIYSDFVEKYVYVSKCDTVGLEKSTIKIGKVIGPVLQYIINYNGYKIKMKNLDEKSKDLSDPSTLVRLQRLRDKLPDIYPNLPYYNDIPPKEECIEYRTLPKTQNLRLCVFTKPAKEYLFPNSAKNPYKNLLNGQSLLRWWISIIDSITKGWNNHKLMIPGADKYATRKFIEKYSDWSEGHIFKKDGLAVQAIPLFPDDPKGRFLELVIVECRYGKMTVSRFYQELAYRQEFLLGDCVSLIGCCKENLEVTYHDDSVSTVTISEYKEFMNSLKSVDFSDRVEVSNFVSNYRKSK
# HTR5A ag ctr: counter-screen for OPRM1-OPRD1 agonists: human HTR5A agonism | activation, % at 9.3 µM | actives 0.61% (n = 340,000) | HTR5A agonist assay, luminescence, cell-based | P47898 | AID 504692; in the data active = activation mostly above about 9.5%, no sharp cut-off; inactive = mostly below about 7.6%;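 note: 0% = cells with vehicle only and 100% = reference agonist; strong numbers were not always called active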
# Wnt bcat act: Wnt/beta-catenin pathway activation | Wnt/beta-catenin reporter cell assay, activator, plate reader | activation, % at 9.35 µM | actives 1.2% (n = 300,000) | AID 743398; in the data active = activation above about 30%, passing the limit was not always enough; inconclusive = no clear call, values can overlap the other calls;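 note: 0% = neutral control wells and 100% = positive control wells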
# SR-BI DiI inh: mouse SR-BI HDL lipid transfer inhibition. Q61009. ldlA[mSR-BI] CHO cells, DiI-HDL uptake fluorescence, 3 h. inhibition, % at 12.5 µM. actives 0.96% (n = 320,000). AID 488896;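 active = mean replicate inhibition of at least 70% and a set share of replicates each scoring 70 or more; inconclusive = meets just one of the two criteria; inactive = fails both criteria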;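 note: 0% = median of neutral control wells and 100% = median of positive control wells; values of inactives mirror those of a sister screen read the other way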
# Target sequence (Q61009 whole entry, looked up): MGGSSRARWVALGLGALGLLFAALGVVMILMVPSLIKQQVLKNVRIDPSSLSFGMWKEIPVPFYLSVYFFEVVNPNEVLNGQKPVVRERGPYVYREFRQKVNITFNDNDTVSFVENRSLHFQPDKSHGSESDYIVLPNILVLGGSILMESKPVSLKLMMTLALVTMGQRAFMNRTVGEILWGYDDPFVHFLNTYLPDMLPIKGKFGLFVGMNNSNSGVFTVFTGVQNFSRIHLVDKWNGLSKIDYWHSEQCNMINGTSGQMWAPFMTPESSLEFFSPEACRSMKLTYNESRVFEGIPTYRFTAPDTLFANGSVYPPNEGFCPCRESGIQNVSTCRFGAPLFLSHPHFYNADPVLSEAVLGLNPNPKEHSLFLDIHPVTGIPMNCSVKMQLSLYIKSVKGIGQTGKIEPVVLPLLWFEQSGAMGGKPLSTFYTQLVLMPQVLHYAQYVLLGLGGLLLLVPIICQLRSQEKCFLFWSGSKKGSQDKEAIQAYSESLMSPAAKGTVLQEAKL
# * marks the source's active call; other numbers are inactive results; u = inconclusive; x = no result given. No enrichment for hits; any-hit rate near 4.4%.
SMILES,RTF Ca sens act,CDK5 p35 inh,SR-BI uptake up,PvdQ acylase,MITF TRPM1 HTS,dFosB activator,Rtt109 Vps75,HTR5A ag ctr,Wnt bcat act,SR-BI DiI inh
COc1ccc(OC)c(NC(=O)Cn2cc(C(=O)c3ccco3)c3ccccc32)c1,0,-1.8,-29,-2,4,0,u,8,-12,29
COc1cc(OC)nc(NC(=O)CSc2nc3ccccc3o2)n1,2,-1.5,-3,-9,2,-1,0,2,x,3
N/C(=N\OC(=O)c1ccc(Cl)cc1)c1cccnc1,-4,-1.4,5,5,46,-11,3,14*,x,-5
Cc1cc(NC(=O)CCC(=O)N(CCC(C)C)C(C(=O)NC2CCCC2)c2cccnc2)no1 (stereo not drawn),16,1.4,-14,-15,0,-8,-25,6,-2,14
Cc1cccc(NC(=O)c2cc3ccccc3o2)c1,0,-0.4,-2,-11,28,-8,5,0,42*,24
Cc1ccc(CN(C(=O)c2ccco2)C2CCS(=O)(=O)C2)cc1 (stereo not drawn),-2,-1.0,21,-15,-4,8,-3,0,-2,-21
Cc1ncoc1C(=O)NC1CC(C)(C)Cc2c1cnn2-c1ccccc1 (stereo not drawn),-1,-3.0,2,-2,7,-4,9,4,3,-2
O=C(CNC(=O)Cc1ccccc1)NCc1cccs1,-4,-3.3,-7,-15,-7,0,6,2,0,7
CCOc1ccccc1NC(=O)CSc1nc2c(c(=O)n(C)c(=O)n2C)n1C,-5,-1.4,x,-8,x,6,-4,-3,-2,x
Cc1coc2c1c(C)cc1oc(=O)c(Cc3ccccc3)c(C)c12,-6,-0.8,13,-15,16,1,0,-1,0,14
NC(=O)N/N=C/c1cc(F)cc(F)c1,7,0.4,-19,-11,x,-5,-6,-5,2,19
C[C@H]1CC[C@@]2(O[C@@H](CCO)C[C@H](O)[C@H]2O)O1,-8,2.5,37,18,-3,-4,-5,4,0,-37
O=C(CSc1ccc(/C=N/NC(=O)c2cccc(F)c2)o1)Nc1ccccc1,5,-11,-23,-7,8,-2,10,3,x,23
COc1ccc(N2CCCn3c2nc2c3c(=O)n(CCN3CCOCC3)c(=O)n2C)cc1,-5,1.0,6,-17,-4,7,-4,0,x,-6
COc1ccc(Cl)cc1C(Nc1cccnc1)c1ccc2cccnc2c1O (stereo not drawn),-2,2.9,-13,-7,-27,4,-10,5,5,13
CC(C)N1CCSC1=S,-5,0.1,12,-5,-2,3,-2,5,1,-12
Cc1cc(C)c(NC(=O)CCCCCNC2CCCCC2)c(C)c1,1,-2.2,2,-15,x,-4,0,2,0,-2
COc1ccc2cc(C(=O)N3CCC(Cc4ccccc4)CC3)[nH]c2c1,-1,-0.8,-4,-7,50,11,-1,4,11,4
CC(=O)N1CCN(S(=O)(=O)c2c(F)cc(F)c(Cl)c2F)CC1,-1,-0.3,11,-3,-1,2,-9,12*,6,-11
Cc1cccc(NS(=O)(=O)c2cc(C(=O)N3CCCCCC3)ccc2C)c1,-4,-0.4,-23,-6,-18,-9,1,-3,2,23
Cc1ccc(C)c(OCC(=O)Nc2cc(NC(=O)COc3cc(C)ccc3C)cc(C(=O)O)c2)c1,-4,-0.4,-3,-17,-2,-22,4,3,-1,3
NC(=O)CCS(=O)(=O)c1ccccc1,-1,0.6,7,-13,11,-1,9,0,x,-7
Oc1c(C(c2cccc(F)c2)N2CCN(Cc3ccccc3)CC2)sc2ncnn12 (stereo not drawn),1,0.0,22,-25,x,-8,5,2,1,-22
C[C@]12CCC(=O)CC1CCC1C2CC[C@@]2(C)C1CC[C@@]21CCO1 (stereo partly drawn),-6,-2.1,9,-28,7,-7,6,0,2,-9
Cc1ccc(NC(=S)C2=C(O)c3sccc3N(C)S2(=O)=O)cc1,1,-2.2,2,-6,-5,-5,15,3,7,-2
O=C(O)CC1(CC(=O)NCc2cc(F)cc3c2OCOC3)CCCCC1,-5,-2.1,23,-13,x,0,3,-4,-5,-23
O=C(Nc1ccccc1SCC1CSc2nc3ccccc3c(=O)n21)c1ccccc1 (stereo not drawn),-2,-0.7,10,-15,14,-1,5,8,-6,-10
COC(=O)c1ccccc1NC(=O)CSc1[nH]c(=O)cc(C)c1C#N,-2,-7.3,14,3,-14,2,-4,-3,-1,-14
O=C(Cn1nnc(-c2ccccc2-n2cnnn2)n1)NCc1ccccc1,1,-0.8,12,-6,-7,2,-16,-4,x,-12
Cc1noc(C)c1CSCC(=O)N1CCN(c2ccc(F)cc2)CC1,-3,-1.7,4,5,-5,-5,2,-4,-4,-4
O=C(c1cccc(F)c1)N1CCN(c2ccc([N+](=O)[O-])c(N3CCOCC3)c2)CC1,5,-1.6,1,0,-5,-3,3,7,-5,-1
COc1ccc(OC)c(NC(=O)CSc2nc(=O)n(CCN3CCOCC3)c3c2CCCC3)c1,-1,1.2,-7,-8,6,-5,-3,-1,1,7
CC(=O)C1CCC2C3CC=C4N(C)C(=O)CCC4(C)C3CCC12C (stereo not drawn),-8,-1.3,-5,-3,10,5,10,-2,-1,5
CC1CCN(C(=O)CSc2nncn2C)CC1,1,-0.2,9,-14,-9,3,-8,-3,x,-9
C=CCOc1c(CNc2cccc(C(=O)O)c2)cccc1OCC,1,0.1,2,-3,9,-7,0,4,x,-2
CCC(C)(C)n1nnnc1C(c1ccc(F)cc1)N1CCN(C(=O)c2ccco2)CC1 (stereo not drawn),-4,1.9,7,-5,8,-6,1,1,-3,-7
Cc1ccc(C(=O)Oc2ccc(C(=O)COC(=O)c3cnccn3)cc2)cc1,5,-1.1,-6,0,38,-5,4,-1,0,6
Cc1sc2ncnc(N3CCC(C(=O)Nc4nc5ccc(Cl)cc5s4)CC3)c2c1C,0,1.9,-13,-11,40,43*,4,-4,38*,13
N#Cc1nc(-c2ccco2)oc1N1CCOCC1,8,1.7,2,-7,-8,6,-13,4,x,-2
CC1(C)CC(NS(=O)(=O)c2ccc3ccccc3c2)CC(C)(C)N1,-5,0.4,19,10,16,-8,5,2,-1,-19
OCCCCNCc1ccc(OCc2ccccc2)cc1,3,0.8,7,-8,24,-13,1,3,x,-7
CC(SC1CCCC1)C(=O)NC(C)(C#N)C(C)C (stereo not drawn),-2,-0.6,x,-16,x,-1,-4,-1,-3,x
COC(=O)c1cn(-c2ccccc2)nc1-c1ccncc1,-4,-1.1,24,1,-3,-6,8,5,0,-24
Cc1ccc(Cl)cc1OCC(=O)NCCOC(=O)Nc1sc(=S)n(C)c1C,-5,0.4,-33,-6,-4,-3,-3,-2,-2,33
COc1ccc(-c2nc(CS(=O)(=O)CC(=O)NCc3ccc(F)cc3)c(C)o2)cc1,-4,0.2,-1,-8,-4,-3,-13,0,-2,1
CCCCC(=O)Nc1nnnn1CCC,-5,0.1,-5,-2,9,5,4,-2,-1,5
O=C(O)[C@H]1CCCN1C(=O)c1ccccc1N1C(=O)[C@@H]2Cc3c([nH]c4ccccc34)C(c3cccc(Cl)c3)N2C1=O (stereo partly drawn),2,-1.5,-11,-9,-30,-11,-8,-1,-2,11
CC[n+]1c(/C=C/Nc2ccccc2)sc2ccccc21,-5,-1.0,0,3,x,-1,12,2,-4,0
CCOc1cc(/C=N/NC(=O)c2ccc(CSc3nncn3C)cc2)ccc1OCC(=O)N1CCOCC1,-5,-1.5,-44,7,-6,-6,7,2,-1,44
CCCNC(=O)C(Cc1ccc(OC)cc1)NC(=O)c1ccc(C#N)cc1 (stereo not drawn),-2,1.9,13,9,3,3,0,2,1,-13
COc1cc(C(C)=O)cc(OC)c1O,4,-2.7,1,-3,-5,2,-7,1,-1,-1
CCN(CC)c1ccc(S(=O)(=O)N2CCOCC2)cc1NC(=O)c1cc(=O)c2ccccc2o1,3,0.7,1,-7,-8,-7,6,-4,0,-1
CCN(CC)S(=O)(=O)c1ccc2c(c1)N(CC(=O)N1CCCC1)C(=O)CO2,-7,1.1,16,3,14,3,-12,-4,-1,-16
COc1ccc(OC)c(CNC(=O)CCC(=O)N2Cc3cccc(OC)c3Oc3ncccc32)c1,-7,0.3,-13,-1,-7,0,23,1,1,13
CCCCCCSC1=C(C#N)C(c2ccc(O)cc2)CC(=O)N1 (stereo not drawn),-5,0.8,-27,4,0,-4,2,-1,1,27
CCOC(=O)N1CCN(c2c(NCCCN3CCCC(C)C3)c(=O)c2=O)CC1 (stereo not drawn),-4,0.0,x,19,8,1,13,12,-3,x
Cc1ccc(C(=O)NCc2ccccc2)c(F)c1F,-4,1.1,10,-7,24,-7,-3,-2,2,-10
CCn1c(=S)[nH]c2cc(S(=O)(=O)N3CCCCC3)ccc21,-6,-0.3,29,-7,-4,-12,-7,-4,-2,-29
Cc1ccccc1NC(=O)COC(=O)CN1C(=O)NC(C)(C)C1=O,10,-0.2,6,-10,-2,1,-1,4,x,-6
CCC(C)/C(C)=N/NC(=O)c1cn(-c2ccccc2)nc1-c1ccccc1 (stereo not drawn),3,-1.1,-11,7,8,-11,13,2,x,11

# (more compounds)
SMILES,RTF Ca sens act,CDK5 p35 inh,SR-BI uptake up,PvdQ acylase,MITF TRPM1 HTS,dFosB activator,Rtt109 Vps75,HTR5A ag ctr,Wnt bcat act,SR-BI DiI inh
CCc1nnc(NC(=O)CSc2nnc(C)c(=O)n2N)s1,-2,0.5,5,13,-7,1,-10,0,-4,-5
O=S(=O)(c1ccc(-c2csc(-c3cccnc3)n2)cc1)N1CCCC1,-2,-1.6,13,-7,x,-14,1,-1,-1,-13
Cc1ccc(CNC(=O)N[C@@H](Cc2ccccc2)C(=O)O)cc1,7,-1.1,3,-6,5,-1,-9,-3,1,-3
COc1ccc(S(=O)(=O)N/N=C(/C)c2ccco2)cc1,1,0.8,12,-1,7,3,22,2,0,-12
CCOC(=O)C(=CNc1cc(OC)ccc1-n1cccc1)C(=O)OCC,1,0.4,-11,-9,-17,-11,-1,16*,-3,11
Cc1ccc(NC(=S)N/N=C/c2c(Cl)cccc2Cl)c(C)c1,8,-1.7,-45,14,10,-6,-10,-3,0,45
CCC1(c2ccccc2)NC(=O)N(CC(=O)Nc2ccc(N3CCCC3)cc2C)C1=O (stereo not drawn),-17,0.3,-38,2,-11,-5,23,1,-3,38
O=C(COC(=O)C1CC1)NCc1ccccc1Cl,1,0.2,17,-11,-9,-2,0,-5,6,-17
O=c1cc(O)c2c(=O)n(C3CCCCC3)c3ccccc3c2o1,5,-9.4,-6,-17,-7,-7,2,4,x,6
